TexasRed autofl = compound fluoresces in the Texas Red spectral region; Compound fluorescence, Texas Red channel, 547/618 nm; stronger effect = higher value; max dye-equivalent concentration, M; 0.06% of 59,000 active; in the data active means max dye-equivalent concentration above about 10 nM; inconclusive means between about 1.1 nM and that limit
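Pin-transferred compounds and Texas Red standards go into 100 mM Tris buffer, pH 8.0. After 15 min at room temperature, plates are imaged with 547/618 nm filters. Each value is a dye-equivalent concentration derived from the per-plate dye curve.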
Tau fil binding = binders of human tau filaments; recombinant tau filaments, thioflavin S fluorescence, 15 h; filaments grown with octadecylsulfate alongside compound; AID 596; Potency, µM (series often up to 57.1 µM), inactives show at the top dose activity change, negative = inhibition; P10636; 2% of 71,000 active;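 further: potency means the concentration at half of the fitted maximal effect; on the % scale 0 is the no-effect control and ±100 the full control effect; actives lower thioflavin S fluorescence by blocking filaments or displacing dye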
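Quantitative HTS: thioflavine S signal from ODS-induced tau filaments, excited at 450 nm, emission 510 nm. Conditions: 1 uM tau, 30 uM ODS, 15 h at 37 C, pH 7.4.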
Fluorescein fluor = compound fluoresces in the fluorescein spectral region; Compound autofluorescence, 480/540 nm, fluorescein-equivalent; stronger effect = higher value; max fluorescein-equivalent concentration, M; 0.91% of 59,000 active; AID 593; in the data active means max fluorescein-equivalent concentration above about 10 nM; inconclusive means between about 1.1 nM and that limit
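Library compounds, added at multiple concentrations to pH 8.0 Tris buffer (100 mM), incubate 15 min at room temperature before CCD imaging at 480 nm excitation and 540 nm emission.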
Caspase-7 inhib = caspase-7 (human) inhibition, allosteric or competitive; P55210; recombinant caspase-7, Ac-DEVD-AFC fluorescence rate; Potency, µM (series often up to 57.5 µM), for the others: top-dose activity change, negative = inhibition, hits mostly inhibitors; 0.02% of 75,000 active; active means well fitted inhibition curve with a large enough effect in the main read-out, with a control signal flat, not every such curve was filed as active; inconclusive means small, poorly fitted or top-dose-only effect, or a change in a side signal; further: potency means the concentration at half of the fitted maximal effect; % of control where 0% means no effect
Target sequence (P55210 24-198 limits assumed): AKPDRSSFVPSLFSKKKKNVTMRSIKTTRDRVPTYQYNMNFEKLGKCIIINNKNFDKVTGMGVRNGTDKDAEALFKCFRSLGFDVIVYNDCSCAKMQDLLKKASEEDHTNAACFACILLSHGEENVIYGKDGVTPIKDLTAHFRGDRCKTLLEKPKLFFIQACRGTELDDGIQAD
Target sequence (P55210 207-303 limits assumed): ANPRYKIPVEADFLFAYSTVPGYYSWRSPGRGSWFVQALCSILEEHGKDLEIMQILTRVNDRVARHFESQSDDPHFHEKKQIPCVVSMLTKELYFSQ
Caspase-1 inhib = blocks human caspase-1 allosterically or competitively | P29466 | Caspase-1 enzyme, Ac-WEHD-AFC fluorogenic rate | Potency, µM (top dose mostly 57.5 µM), for inactives: at the highest dose activity change, negative = inhibition, usual class: inhibitors | 0.03% of 75,000 active | AID 900;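 further: potency means the concentration at half of the fitted maximal effect; plate controls were vehicle for no effect and no substrate for full effect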
Target sequence (P29466 120-297 limits assumed): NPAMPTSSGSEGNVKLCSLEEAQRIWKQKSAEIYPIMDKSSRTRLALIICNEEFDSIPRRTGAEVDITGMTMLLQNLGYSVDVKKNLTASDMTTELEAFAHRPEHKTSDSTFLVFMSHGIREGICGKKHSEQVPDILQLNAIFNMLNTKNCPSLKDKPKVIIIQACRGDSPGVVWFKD
Target sequence (P29466 317-404 limits assumed): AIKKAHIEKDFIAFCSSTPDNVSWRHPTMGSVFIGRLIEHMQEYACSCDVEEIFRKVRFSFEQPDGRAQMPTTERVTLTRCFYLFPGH
4MU fluor = compound fluoresces in the 4-MU spectral region | compound autofluorescence, 340/450 nm, 4-MU equivalents; stronger effect = higher value | max dye-equivalent concentration, M | 11% of 59,000 active | AID 589; in the data active means max dye-equivalent concentration above about 10 nM; inconclusive means mostly about 1.1 nM to 9.6 nM
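Compounds in 100 mM Tris, pH 8.0, incubated 15 min at room temperature, then fluorescence read at 340 nm excitation/450 nm emission. Signal converted to 4-MU dye-equivalent concentration using an on-plate six-point 4-MU standard curve.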
ERK AVP inh = blocks ERK signaling stimulated by vasopressin; Potency, µM (top dose mostly 57.5 µM), without a hit: top-dose activity, negative = inhibition, most hits filed as inhibitors; HEK293-V1b, vasopressin-stimulated pERK AlphaScreen; AID 995; 0.99% of 72,000 active; further: potency means the concentration at half of the fitted maximal effect; on the % scale 0 is the no-effect control and ±100 the full control effect; nearly all actives have a fitted effect of over 55% in size
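qHTS, compounds titrated on V1b-expressing HEK293 cells. Preincubation 30 min at 37C, vasopressin 25 nM for 5 min, lysis 10 min, bead incubation 5 hr at room temperature.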
FLuc inh = firefly luciferase inhibition; P08659; purified firefly luciferase, luminescence, 8 min; Potency, µM (series often up to 57.1 µM), for inactives: at the top dose activity change, negative = inhibition, actives largely listed as inhibitors; 2.2% of 72,000 active; AID 411; further: potency means the concentration at half of the fitted maximal effect; on the % scale 0 is the no-effect control and ±100 the full control effect; nearly all actives have a fitted effect of over 40% in size
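Substrate buffer containing 10 uM ATP (pH 7.2 imidazole, Mg2+, KCl, detergent, BSA) is dispensed, compound pinned in, then luciferase/luciferin detector mix added. After 8 min at ambient temperature, light output is measured.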
HEK293 cAMP cs = raises cAMP in parental HEK293 cells, TSHR agonist counter-screen. parental HEK293 CNG cAMP sensor, membrane potential fluorescence. Potency, µM (series often up to 57.1 µM), for the others: at the highest dose activation, hits mostly activators. 2.5% of 73,000 active. AID 938; further: potency means the concentration at half of the fitted maximal effect; % of control where 0% means no effect; nearly all actives have a fitted effect of over 55% in size
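Counterscreen for endogenous-receptor signalling: CNG-channel HEK 293 cells report cAMP rise by membrane depolarization. After 60 min dye equilibration with 100 uM RO 20-1724, compounds incubated 30 min before bottom-read fluorescence at 590 nm.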
A350 fluor = compound fluoresces in the Alexa 350 spectral region; Compound autofluorescence, 340/450 nm, Alexa 350 dye-equivalents; stronger effect = higher value; max dye-equivalent concentration, M; 11% of 59,000 active; AID 590; in the data active means max dye-equivalent concentration above about 10 nM; inconclusive means mostly about 1.1 nM to 9.6 nM
Rhodamine autofl = compound autofluorescence in rhodamine spectral region; Rhodamine-region fluorescence, 547/598 nm, Tris buffer; stronger effect = higher value; max dye-equivalent concentration, M; 0.05% of 59,000 active; in the data active means max dye-equivalent concentration above about 11 nM; inconclusive means between about 1.1 nM and that limit
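Compound fluorescence in 100 mM Tris, pH 8.0, read after 15 min at room temperature with 547 nm excitation and 598 nm emission. Output is dye-equivalent concentration from an on-plate rhodamine standard series.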
* = called active by the depositor; i = inactive; ? = inconclusive; / = not tested or not shown; [ ] = remark or other dose. Unless noted, the call rests on the fitted dose curve; in most records, active means well fitted curve in the direction sought with a large enough effect; inconclusive means small, poorly fitted or top-dose-only effect, or another doubt; inactive means no such curve, though single readings can be large; an effect the other way counts as inactive or inconclusive. Only part of the results is shown; rates above refer to the full screens.

SMILES	TexasRed autofl	Tau fil binding	Fluorescein fluor	Caspase-7 inhib	Caspase-1 inhib	4MU fluor	ERK AVP inh	FLuc inh	HEK293 cAMP cs	A350 fluor	Rhodamine autofl
COc1ccc(NC(=O)C2CCCN(S(=O)(=O)c3cccc4cccnc34)C2)cc1 (stereo not given)	/	-7.8%	/	-1.6%	-4.0%	/	?	0.4%	2.6%	/	/
C=CC[C@@H]1C=C[C@@H](O/N=C(/C)CCC(=O)OC[C@@H]2O[C@H](c3ccccc3)C=C[C@@H]2Oc2ccc(OC)cc2)[C@@H](CO)O1	/	/	/	1.0%[11.5 µM]	-1.2%[11.5 µM]	/	15.7%[11.5 µM]	1.7%[11.4 µM]	8.6%[11.4 µM]	/	/
CCOC(=O)C1=C(CN2CCN(c3ccc(F)cc3)CC2)NC(=O)NC1c1cccs1 (stereo not given)	?	-23.8%	?	-6.0%	1.4%	i	-8.0%	2.0%	0.2%	i	i
O=C(O)C1CCCCC1C(=O)Nc1ccc2c(c1)OCCO2 (stereo not given)	/	-2.7%	/	-0.8%	2.4%	/	-6.3%	0.3%	2.6%	/	/
COc1ccc2oc(C)c(C(N)=O)c2c1	i	-3.9%	i	1.1%	-1.1%	i	-5.9%	6.1%	5.3%	i	i
CCOC(=O)C1=C(N)N2C(=O)C(C)SC2=C(C(=O)OC)C1c1ccccc1OC (stereo not given)	?	46.4%	i	-4.0%	-0.6%	i	-17.3%	1.5%	?	i	i
CCOC(=O)Cn1c(=O)c2c(nc3n2CCCCN3c2ccc(C)cc2)n(C)c1=O	?	-6.8%	i	1.0%	-2.1%	i	0.7%	2.6%	13.6%	i	i
Cc1noc(/C=C/c2ccco2)c1S(=O)(=O)N1CCC(C(=O)NCc2ccco2)CC1	i	57.2%	i	-9.6%	-6.5%	i	-4.3%	-1.3%	11.9%	?	i
COC(=O)CCc1c(C)c(C#N)c2nc3ccccc3n2c1N1CCCC1	?	-1.2%	i	?	?	1.68e-07M*	-5.7%	2.3%	?	1.69e-07M*	i
CCCCn1c(CCNC(=O)CC)nc2ccccc21	/	4.3%	/	2.9%	-4.4%	/	/	4.0%	14.5%	/	/
Cc1cc2c(C)nc(-c3ccccc3)nc2o1	i	-4.2%	i	-1.1%	-2.5%	i	-17.3%	1.3%	0.6%	i	i
OCCCCNc1cccc2ccccc12	?	25.1µM*	i	-2.0%	-4.5%	2.26e-07M*	11.2%	-4.5%	?	1.81e-07M*	i
COc1ccc(CN2CCN(C(=O)c3cc(OC)c(OC)c(OC)c3)CC2)cc1OC	/	1.0%	/	2.2%	-3.1%	/	-5.4%	2.6%	16.1%	/	/
O=c1cc(CSc2nnc(COc3ccccc3Cl)o2)nc2sccn12	?	-2.0%	?	-8.5%	-1.4%	i	-2.6%	-1.9%	16.5%	i	i
CCOC(=O)C1=C(C)N(C)C(=O)NC1c1ccc(C)s1 (stereo not given)	i	0.6%	?	-0.5%	-0.4%	i	-13.5%	0.7%	21.3%	i	i
CCC(CC)C(=O)Nc1cc(C(=O)OC)cc(C(=O)OC)c1	i	3.3%	i	0.2%	-0.3%	i	-1.9%	-0.3%	3.8%	i	i
COc1ccc(CCNC(=O)CC2Nc3ccccc3NC2=O)cc1 (stereo not given)	i	12.6µM*	i	-7.4%	-5.7%	1.9e-07M*	?	0.3%	-4.6%	1.54e-07M*	i
CCC1(C)Cc2c(sc3c2c(=O)n(C)c2nnc(SCCc4ccccc4)n32)CO1 (stereo not given)	/	50.4%	/	-2.1%	-3.0%	/	?	-1.3%	7.6%	/	/
COc1ccccc1C(=O)N(CN1CCCC1=O)c1cccc(Cl)c1	i	-6.1%	?	-1.0%	-0.1%	i	-4.6%	3.7%	?	i	i
O=Cc1ccc(Cl)cc1	/	3.4%	/	1.0%	-0.5%	/	16.1%	/	2.6%	/	/
CC(C)(C)NC(=O)C(c1ccccc1)N(Cc1ccco1)C(=O)c1csnn1 (stereo not given)	?	-4.3%	i	2.7%	-1.7%	?	-1.4%	2.9%	25.4%	?	i
O=C(Nc1ccc2c(c1)OCCO2)C1CCN(c2cnccn2)CC1	i	0.6%	i	-0.6%	-0.4%	2.65e-08M*	-9.4%	-11.1%	3.8%	2.7e-08M*	i
COC(=O)c1ccc(-c2nc(-c3ccc(Br)o3)no2)cc1	/	-6.4%	/	-1.6%	-1.9%	/	13.9%	-6.9%	9.9%	/	/
N[C@@H](Cc1cnc[nH]1)C(=O)O	?	-5.0%	?	0.8%	4.2%	i	7.7%	-2.3%	7.5%	i	i
CCOc1cc2nc(-c3ccc(OC)c(OC)c3)nc(N3CCOCC3)c2cc1OC	i	/	?	/	/	?	/	1.5%[25.5 µM]	/	?	i
c1ccc(-c2csc3nnc(SCc4ccc5c(c4)OCCO5)n23)cc1	i	3.2%	i	-1.1%	-1.5%	i	-13.6%	0.8%	?	?	i
c1ccc(OCc2nn3c(-c4ccccn4)nnc3s2)cc1	i	/	i	/	/	?	/	-1.7%[25.5 µM]	/	?	i
COc1ccc(-c2cc(CCCC(=O)NCc3ccccn3)no2)cc1	/	17.7%	/	-0.9%	-4.0%	/	-11.6%	10µM*	-0.3%	/	/
CCc1ccc(CNc2ccc(N3CCN(C(C)=O)CC3)cc2)cc1	i	12.6µM*	i	1.3%	-0.2%	i	?	-0.5%	-1.3%	i	i
COc1cc(C)c(S(=O)(=O)Nc2ccc(CC(=O)O)cc2)cc1C	i	0.3%	i	-1.3%	2.8%	i	-10.9%	0.7%	4.0%	i	i
CC(=O)N1CCc2cc(S(=O)(=O)NC(CC(C)C)C(=O)N3CCn4c3nc3ccccc34)ccc21 (stereo not given)	i	-9.0%	?	1.1%	0.5%	i	7.7%	1.2%	0.1%	i	i
CC1CN(c2oc(-c3ccccc3Cl)nc2C#N)CC(C)O1 (stereo not given)	i	/	?	/	/	?	/	-0.3%[25.5 µM]	/	?	i
CN(C)C(=O)c1ccc(-c2cc(N(C)Cc3ccco3)ncn2)cc1	i	8.5%	?	-4.5%	-3.0%	i	5.2%	1.0%[2.29 µM]	15.4%	?	i
CCC(=O)N1CCc2cc(S(=O)(=O)NCCCN(CC)Cc3ccccc3)ccc21	i	6.0%	i	-0.8%	-1.2%	i	2.1%	1.1%	10.0%	i	i
Cc1ccc(CNC(=O)C2CCN(S(=O)(=O)c3cccs3)CC2)o1	i	7.5%	i	-4.0%	-3.8%	i	-0.4%	-0.5%	17.8%	i	i
CCCCN(CC)C(=O)CN(C)S(=O)(=O)c1cccc2nsnc12	i	-4.7%	i	0.6%	-0.9%	i	4.1%	-0.4%	?	i	i
CCOC(=O)c1sc(NC(=O)c2ccc(CC)s2)nc1C	i	0.0%	?	-2.5%	1.5%	i	10.8%	-0.3%	-3.1%	i	i
O=C(Cn1cc2c(n1)CCCCC2)NCc1ccccc1	/	-7.5%	/	-0.5%	1.5%	/	-10.6%	-2.5%	-0.7%	/	/
CCN(CC)CCn1c(-c2ccccc2)nc2c(NCc3ccccc3)nc(C)nc21	/	58.9%	/	0.2%	-2.7%	/	-15.5%	/	?	/	/
COc1ccc(-c2c3c(=O)n(C)c(=O)n(C)c3cn2Cc2cccnc2)cc1	i	-4.4%	i	-0.4%	0.3%	i	-9.4%	3.0%	-0.2%	i	i
O=C(O)CC(c1ccccc1)c1ccccc1	i	-1.8%	i	-0.5%	-1.7%	3.82e-07M*	-23.4%	2.1%	28.1%	4.15e-07M*	i
CCS(=O)(=O)N1CCCC(C(=O)NCc2ccc3c(c2)OCO3)C1 (stereo not given)	i	-3.8%	i	0.5%	-0.5%	i	25.7%	-0.3%	4.3%	i	i

Part of the list above, with bars between the fields:
Molecule | TexasRed autofl | Tau fil binding | Fluorescein fluor | Caspase-7 inhib | Caspase-1 inhib | 4MU fluor | ERK AVP inh | FLuc inh | HEK293 cAMP cs | A350 fluor | Rhodamine autofl
CCOC(=O)c1sc(NC(=O)c2ccc(CC)s2)nc1C | i | 0.0% | ? | -2.5% | 1.5% | i | 10.8% | -0.3% | -3.1% | i | i
O=C(Cn1cc2c(n1)CCCCC2)NCc1ccccc1 | / | -7.5% | / | -0.5% | 1.5% | / | -10.6% | -2.5% | -0.7% | / | /
CCN(CC)CCn1c(-c2ccccc2)nc2c(NCc3ccccc3)nc(C)nc21 | / | 58.9% | / | 0.2% | -2.7% | / | -15.5% | / | ? | / | /
COc1ccc(-c2c3c(=O)n(C)c(=O)n(C)c3cn2Cc2cccnc2)cc1 | i | -4.4% | i | -0.4% | 0.3% | i | -9.4% | 3.0% | -0.2% | i | i
O=C(O)CC(c1ccccc1)c1ccccc1 | i | -1.8% | i | -0.5% | -1.7% | 3.82e-07M* | -23.4% | 2.1% | 28.1% | 4.15e-07M* | i
CCS(=O)(=O)N1CCCC(C(=O)NCc2ccc3c(c2)OCO3)C1 (stereo not given) | i | -3.8% | i | 0.5% | -0.5% | i | 25.7% | -0.3% | 4.3% | i | i
